Assay outcomes (PubChem BioAssay)
tim23-1 inh = growth inhibitors of tim23-1 mutant yeast; S. cerevisiae tim23-1 growth, BacTiter-Glo luminescence, 24 h; inhibition, % at 20 µM; hit rate 1.3% among 330,000;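 active means growth inhibition of the mutant yeast at or above 50%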;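 further: temperature-sensitive mutant grown at 25 °C; plate controls were DMSO-treated mutant yeast for no effect and medium wells lacking yeast for full effect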
APJ agonist = activates the human apelin receptor APJ | AID 2520 | hit rate 0.11% among 330,000 | activation, % at 20 µM | CHO-K1 APJ PathHunter beta-arrestin, luminescence; 0% DMSO wells, 100% apelin;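 active means activation more than six SD over the plate average, tested at 20 µM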;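 further: 0% = DMSO alone and 100% = apelin-13 at 10 nM; some results filed as inactive read as strong as hits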
Target sequence (P35414 whole entry, looked up): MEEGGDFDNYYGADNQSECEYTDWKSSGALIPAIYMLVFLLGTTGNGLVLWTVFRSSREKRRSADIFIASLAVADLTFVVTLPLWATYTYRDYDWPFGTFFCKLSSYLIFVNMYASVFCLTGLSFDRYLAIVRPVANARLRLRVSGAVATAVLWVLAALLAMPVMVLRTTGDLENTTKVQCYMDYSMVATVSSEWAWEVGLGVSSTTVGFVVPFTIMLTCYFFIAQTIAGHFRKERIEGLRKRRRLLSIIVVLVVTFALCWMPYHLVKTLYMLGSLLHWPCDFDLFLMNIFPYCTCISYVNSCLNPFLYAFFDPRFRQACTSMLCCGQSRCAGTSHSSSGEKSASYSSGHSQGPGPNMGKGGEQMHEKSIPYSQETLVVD
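Assay system: engineered CHO-K1 APJ arrestin reporter cells; Amount: 1000 CHO-K1 reporter cells seeded per well; Dosing: one dose, 20 µM compound, 1% DMSO; Times: compound stimulation 90 min at 25 °C, detection 60 min; Measured by: luminescent beta-gal fragment complementation, chemiluminescent substrate; Read-out: APJ–arrestin association signal; Controls: DMSO vs Apelin-13 10 nM.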
Mdm2 MdmX PPI = inhibitors of human Mdm2/MdmX interaction; inhibition, % at 8 µM; AID 485346; SaOS-2 split-luciferase Mdm2/MdmX complementation, luminescence; O15151+Q00987; hit rate 3% among 330,000;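 active means inhibition of at least 50% at 8 µM in the primary screen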
XBP1 UPR activ = activators of adaptive arm of unfolded protein response (XBP1) | CHO-XBP1 luciferase reporter, IRE1-XBP1 UPR activation, luminescence; percent of tunicamycin response, DMSO as zero | activation, % at 20 µM | hit rate 0.33% among 330,000;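 active means versus positive control, 20 µM dose yields 30% or more activation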;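 further: 100% = tunicamycin at 10 µg/mL and 0% = DMSO only wells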
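Assay system: IRE1-XBP1 luciferase reporter CHO line. Input: 1000 cells/well. Buffer or medium: F12 with 10% serum. Doses: 20 µM, 1% DMSO. Times: overnight seeding at 37 °C, 6 h compound treatment at 37 °C. Technique: Steady-Glo luciferase glow luminescence, 10 min after reagent addition.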
APJ antag = APJ receptor antagonism | P35414 | hit rate 0.32% among 330,000 | CHO-K1 APJ beta-arrestin complementation, luminescence | inhibition, % at 20 µM;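 active means inhibition above about 40% at 20 µM, limit read from the data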;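 further: cells challenged with 10 nM apelin-13 agonist together with compound; plate controls were apelin-13 plus DMSO wells for no effect and DMSO wells lacking apelin-13 for full effect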
EBI2 antag = EBI2 (human) antagonism; hit rate 0.81% among 360,000; inhibition, % at 5 µM; EBI2 beta-arrestin recruitment, luminescence, 7a,25-OHC stimulated; P32249; in the data active means inhibition above about 38%;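 further: enzyme fragment complementation signal reports receptor beta-arrestin coupling in cells; 0% = agonist plus DMSO wells and 100% = wells without agonist; some results beyond the cut were filed as inactive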
Target sequence (P32249 whole entry, looked up, the tested form may be a part): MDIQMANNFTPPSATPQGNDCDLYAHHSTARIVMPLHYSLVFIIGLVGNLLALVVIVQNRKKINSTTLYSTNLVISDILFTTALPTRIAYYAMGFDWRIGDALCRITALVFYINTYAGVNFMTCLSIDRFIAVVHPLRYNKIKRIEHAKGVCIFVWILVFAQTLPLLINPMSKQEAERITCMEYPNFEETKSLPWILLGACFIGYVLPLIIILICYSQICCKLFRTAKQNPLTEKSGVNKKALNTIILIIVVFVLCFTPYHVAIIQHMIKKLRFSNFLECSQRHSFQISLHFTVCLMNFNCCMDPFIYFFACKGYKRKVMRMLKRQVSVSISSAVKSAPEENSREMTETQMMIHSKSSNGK
CHOP UPR activ = activators of apoptotic arm of unfolded protein response (CHOP); CHO-CHOP luciferase reporter, UPR activation, luminescence; percent of tunicamycin response over DMSO baseline; activation, % at 10 µM; hit rate 0.34% among 330,000; AID 449763;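 active means at 10 µM dose, activation of 40% or more, normalized to positive control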;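 further: 100% = tunicamycin at 10 µg/mL and 0% = DMSO alone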
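Dosing – one dose, 10 µM in 0.5% DMSO · System – CHO-CHOP cells, stable luciferase reporter of PERK-eIF2a-CHOP signalling · Input – 500 cells/well · Control set – tunicamycin 10 µg/mL final as positive, DMSO-only wells as negative · Timing – 6 h compound treatment, 37 °C · Measure – % activation vs tunicamycin · Technique – luminescence read with Steady-Glo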
CCR6 antag = antagonists of human CCR6 receptor; P51684; CHO-K1 CCR6 PathHunter beta-arrestin, luminescence, CCL20-stimulated; inhibition, % at 20 µM; hit rate 0.49% among 340,000; AID 493098;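 active means compounds whose inhibition of the agonist-driven luminescence signal at 20 µM reaches about 50%, limit read from the data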;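 further: cells stimulated with CCL20 at 14 nM final; plate controls were DMSO with CCL20 for no effect and DMSO without agonist for full effect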
Target sequence (P51684 whole entry, looked up): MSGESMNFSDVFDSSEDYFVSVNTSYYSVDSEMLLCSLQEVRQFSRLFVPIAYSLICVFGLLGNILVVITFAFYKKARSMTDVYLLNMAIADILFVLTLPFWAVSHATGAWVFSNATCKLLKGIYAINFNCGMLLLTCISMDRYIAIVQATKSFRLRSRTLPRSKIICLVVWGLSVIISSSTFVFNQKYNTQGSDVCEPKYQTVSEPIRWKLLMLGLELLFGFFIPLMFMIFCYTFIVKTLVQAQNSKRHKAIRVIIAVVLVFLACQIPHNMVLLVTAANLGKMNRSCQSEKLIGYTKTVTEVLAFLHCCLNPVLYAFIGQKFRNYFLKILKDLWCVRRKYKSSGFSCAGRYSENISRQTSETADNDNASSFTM
CXCR6 inh = CXCR6 (human) receptor inhibition. inhibition, % at 20 µM. hit rate 0.36% among 360,000. O00574. CHO-K1 PathHunter CXCR6 beta-arrestin, luminescence; in the data active means inhibition above about 34%, passing the limit was not always enough;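 further: antagonist mode with CXCL16 agonist at 10 nM final; 0% = 10 nM CXCL16 with DMSO and 100% = unstimulated wells without agonist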
An asterisk follows results filed as active; x = no result given. These rows are one share of the data, so the mix of outcomes need not match the whole.

Compound	Mdm2 MdmX PPI	CXCR6 inh	EBI2 antag	tim23-1 inh	APJ antag	APJ agonist	CCR6 antag	XBP1 UPR activ	CHOP UPR activ
CCN1CCN(C(=O)C2c3cc(OC)c(OC)cc3C(=O)N3CCc4ccccc4C23)CC1 (stereo not given)	5.5	-1.3	0.8	15.0	1.1	1.2	4.4	-2.6	1.1
CCc1ccc(NC(=O)c2[nH]c(C)c(C(C)=O)c2C)cc1	-57.5	-2.7	7.4	39.0	-13.2	-1.6	17.3	-3.7	6.1
Cc1noc(C)c1C(=O)NCc1ccccc1	21.2	3.5	-0.9	-14.4	-6.4	-0.7	-10.9	0.7	-0.6
Cc1nc(P(=O)(c2ccccc2)c2ccccc2)c(N2CCOCC2)o1	8.1	-2.2	-8.2	14.2	-5.6	1.6	1.4	-1.0	-1.6
COC(=O)c1scc(C#N)c1N/N=C(\C#N)S(=O)(=O)c1ccc(Cl)cc1	40.7	2.5	4.2	7.9	34.2	-6.0	10.9	-2.3	-0.5
O=C(CC1CCCCC1)Nc1nc2ccccc2s1	-165.9	-23.3	2.8	15.4	15.9	-2.8	14.0	12.6	6.5
CCc1[nH]nc(C(=O)N2CCCC(Nc3cccc(F)c3)C2)c1C (stereo not given)	30.4	-3.1	-8.0	1.0	-2.8	-0.3	10.3	-6.7	3.9
N#C/C(=C\Nc1ccccc1SC(F)(F)F)c1nc(-c2ccc(F)cc2)cs1	-13.4	0.0	-15.2	9.2	12.5	-4.9	1.3	3.5	8.3
COc1cccc(/C=N/NC(=S)Nc2cccnc2)c1	1.5	7.8	10.3	18.7	-7.4	-1.6	46.8	-1.5	1.9
COc1ccc(N2CCN(C(=O)CCCC3=NS(=O)(=O)c4ccccc4N3)CC2)cc1	12.9	0.8	4.9	7.0	-25.8	-1.5	10.3	1.8	1.6
COc1ccc(-c2cc(NC(=O)c3cncn3-c3ccccc3)ccc2OC)cc1	13.9	-1.2	22.7	13.8	-24.3	-4.9	3.0	0.6	1.8
O=C1C[C@@H](c2ccc(O[C@@H]3O[C@H](CO)[C@@H](O)[C@H](O)[C@H]3O)cc2)Oc2cc(O)ccc21	9.9	1.5	-3.6	15.6	-4.3	0.5	0.3	4.6	2.4
COc1ccc(C2C3=C(CC(C)(C)CC3=O)Nc3nc(C)nn32)cc1OC (stereo not given)	29.6	-0.8	-1.2	-8.7	16.5	-1.2	-6.5	-0.5	-1.2
CC(C)(C)c1cc(NC(=O)Nc2ccc(Cl)cc2Cl)no1	-29.0	-22.1	-12.3	26.7	-42.2	4.4	-41.0	1.2	3.3
O=C(C1CCN(S(=O)(=O)c2ccc(Cl)cc2)CC1)N1CCCC1	12.3	4.0	3.2	13.6	-20.0	1.4	8.9	-2.7	0.2
CCC(C)C(NC(=O)c1ccccc1NC(=O)c1ccco1)C(=O)NC1CCCCC1 (stereo not given)	-2.7	3.2	-9.3	25.1	5.5	0.4	5.1	2.8	-0.8
CCCCOc1ccc(/C=N/NC(=S)Nc2cccc(C)c2C)cc1	10.9	7.2	3.9	0.5	4.9	-3.3	11.3	0.7	0.3
CN(Cc1ccc(F)cc1)C(=O)CNC(=O)c1ccc2c(c1)OCO2	7.4	-8.8	6.5	-0.5	-0.5	-3.8	15.3	-1.1	0.3
CC(=O)O[C@@H]1[C@@H](OC(C)=O)[C@H](n2ccc3cc([N+](=O)[O-])ccc32)OC[C@@H]1OC(C)=O	37.4	6.3	4.9	12.4	2.3	-4.3	12.6	0.8	-0.7
CSc1ccc(Cl)c(C(=O)OCC(=O)N2CCN(C(=O)c3ccco3)CC2)c1	-18.1	0.2	-4.4	21.1	-13.7	-1.1	18.3	-1.9	-1.8
CCOC(=O)N1CCN(Cc2nc(-c3cccc(Cl)c3)no2)CC1	-13.6	1.9	7.4	12.7	-8.1	-1.1	-5.8	-4.2	1.1
COc1cccc(CN(C)C(c2ccccc2)c2ccccc2)c1OC	-20.9	2.6	13.2	11.0	10.3	-0.9	8.3	2.8	-0.7
OCCNc1nc(NCCC2=CCCCC2)nc(N2CCOCC2)n1	23.3	-2.9	-1.9	7.4	0.1	4.1	-2.5	0.1	-6.2
Cc1ccc(OCC(=O)OCC(=O)c2c(N)n(C)c(=O)n(C)c2=O)cc1C	-2.4	-9.1	-3.8	2.7	23.3	3.7	-4.0	-1.9	-1.2
Cc1cc(SCc2ccc(Cl)cc2)nc(=O)[nH]1	-4.1	0.3	-0.8	4.6	-30.3	1.3	-2.4	-4.7	1.9
COCCCNC(=O)CSc1nc2ccc(N3CCOCC3)cc2c(=O)n1CCc1ccccc1	-0.9	-5.3	14.1	36.9	-15.4	1.3	0.7	2.8	-0.4
CCC(CC)NC(=O)Cc1ccc(S(=O)(=O)N2CCOCC2)s1	28.5	-10.4	-5.0	-4.3	-1.2	-0.4	-4.7	1.1	1.8
Cc1cc(-c2ccccc2)nc2cc(C(=O)NCc3ccco3)nn12	11.9	3.7	-0.8	21.0	3.4	-4.8	-1.1	-0.5	-1.4
Cn1nnnc1SCC(=O)NNC(=O)c1ccc(F)cc1	17.8	-4.9	-1.1	4.5	-1.6	-0.8	10.0	-1.0	-0.7
COc1ccc2nc(NC(=O)CS(=O)(=O)c3ccc(C)cc3)sc2c1	2.9	-0.1	4.4	21.7	8.2	2.5	7.5	1.9	1.3

Part of the list above, as labelled records.
Structure: CC(=O)O[C@@H]1[C@@H](OC(C)=O)[C@H](n2ccc3cc([N+](=O)[O-])ccc32)OC[C@@H]1OC(C)=O
  Mdm2 MdmX PPI = 37.4	CXCR6 inh = 6.3	EBI2 antag = 4.9	tim23-1 inh = 12.4	APJ antag = 2.3	APJ agonist = -4.3	CCR6 antag = 12.6	XBP1 UPR activ = 0.8	CHOP UPR activ = -0.7

Structure: COCCCNC(=O)CSc1nc2ccc(N3CCOCC3)cc2c(=O)n1CCc1ccccc1
  Mdm2 MdmX PPI = -0.9	CXCR6 inh = -5.3	EBI2 antag = 14.1	tim23-1 inh = 36.9	APJ antag = -15.4	APJ agonist = 1.3	CCR6 antag = 0.7	XBP1 UPR activ = 2.8	CHOP UPR activ = -0.4

New compounds follow.
Compound	Mdm2 MdmX PPI	CXCR6 inh	EBI2 antag	tim23-1 inh	APJ antag	APJ agonist	CCR6 antag	XBP1 UPR activ	CHOP UPR activ
CCN(CC)S(=O)(=O)c1ccc(NC2c3ccccc3C(=O)N2Cc2ccco2)cc1 (stereo not given)	21.8	4.4	-0.8	22.8	0.2	-6.0	14.0	-3.9	0.7
COc1ccc(CCNC(=O)Nc2ccc3c(c2)OCO3)cc1OC	14.3	9.4	-3.0	16.4	-2.1	-3.1	-8.4	0.1	-1.1
CC(=O)Nc1ccc(S(=O)(=O)Oc2ccc(C(=S)N3CCC(O)CC3)cc2)cc1	-4.7	3.2	-4.3	-5.2	8.2	-2.2	-4.0	-3.9	3.3
CCCC[C@@H]1C[C@H]1[C@@H](NC(=O)c1ccco1)c1ccccc1C(F)(F)F	-32.2	x	x	22.1	-30.1	1.5	9.2	-3.0	1.8
Fc1cc2[nH]c(=S)[nH]c2cc1Cl	13.7	-11.9	0.5	-7.9	3.8	3.0	-14.4	-3.7	-2.1
Cc1[nH]c(C)c(S(=O)(=O)NCCc2ccc(S(N)(=O)=O)cc2)c1C(=O)N1CCCC1	26.3	-6.2	-3.1	-11.5	15.2	-1.0	11.7	0.5	0.5
CCCCn1c(N)c(N(CCC(C)C)C(=O)C2CC(=O)N(c3ccc4c(c3)OCCO4)C2)c(=O)[nH]c1=O (stereo not given)	16.8	10.5	15.8	14.5	13.6	-9.1	6.3	-1.4	1.2
Cc1ccnc2nc(C(=O)OCC(=O)N3CCc4ccccc43)nn12	2.0	1.2	0.4	-12.0	5.8	-2.6	10.9	-3.4	-1.9
O=C(Cn1nnc2c(cnn2-c2ccc(F)cc2)c1=O)Nc1ccccc1C(F)(F)F	10.2	4.3	-3.1	6.7	8.1	-2.1	24.0	-2.6	-0.5
Cc1ccccc1NC(=O)CN1CCC(n2nnc3ccccc32)CC1	2.9	-2.5	-5.5	17.8	3.0	7.5	23.1	-1.3	-0.4
O=C(Nc1ccc(Cl)cc1)N1CCc2ccccc2C1	-58.6	9.7	14.0	35.7	-15.6	-0.5	18.8	-0.3	6.5
Cc1ccc(C(=O)N2CCCC(N3CCN(c4cccc(C(F)(F)F)c4)CC3)C2)s1 (stereo not given)	2.5	6.2	3.9	34.9	7.2	-4.6	23.3	-4.8	-0.2
COc1ccc(CNC(=S)N2CCN(Cc3ccccc3)CC2)cc1	-21.1	-2.8	-3.2	14.2	8.0	-1.1	10.2	-2.7	0.7
Cc1cc(-c2n[nH]c(=S)n2/N=C/c2cccc([N+](=O)[O-])c2)n[nH]1	10.8	-1.0	-2.7	13.6	-24.7	-2.5	-4.3	0.4	3.6
O=C(Nc1cccc(-c2nc3cccnc3s2)c1)c1cccnc1Cl	35.7	3.7	-2.0	24.7	7.6	-2.0	2.7	3.1	1.3
COc1cccc(N2CCN(C(=O)CN3C(=O)NC4(CCCC4)C3=O)CC2)c1	15.2	1.9	7.2	5.4	8.1	1.3	-0.8	-1.5	0.8
CC(C)(C)c1ccccc1OCCCCN1CCCC1	-1.1	3.7	-3.4	5.8	19.9	-3.4	-7.6	0.2	-1.4
COc1ccc(NC2CCCN(C(=O)CCc3cn[nH]c3)C2)cc1 (stereo not given)	17.7	-20.5	-7.7	2.1	-6.7	0.6	-1.2	-1.6	2.0
Cc1ccc(CNC(=O)C(=O)NCC2OCCN2C(=O)c2ccc(Cl)cc2)cc1 (stereo not given)	-2.2	1.5	6.8	3.8	10.2	1.6	11.1	-3.3	-0.7
COc1cccc(/C=N/Nc2nc3ccccc3[nH]2)c1OC	-33.5	-12.6	-16.6	25.4	-18.2	4.3	3.6	0.1	6.3
Cc1ccc(SC(C)C(=O)Nc2c(C)n(C)n(-c3ccccc3)c2=O)cc1 (stereo not given)	8.5	-3.8	-4.6	9.6	3.3	-2.0	-0.5	-3.8	-3.3
Clc1ccc(Oc2cnns2)c(Cl)c1	-5.9	-4.0	-2.0	-5.0	-19.3	1.6	-10.8	-0.5	-0.4
COc1ccccc1-n1c(=O)c2c3c(sc2n2c(SC)nnc12)CCC3	4.9	3.7	-6.4	20.0	-10.1	-3.7	3.8	1.9	-2.3
COC(=O)/C(=N/Nc1ccccc1C)N1CCCc2ccccc21	-23.1	2.3	6.9	32.1	-21.4	-1.0	10.4	-0.3	-0.1
Cc1cc(-c2ccc(C)c(S(=O)(=O)NCC3CCN(Cc4ccccc4F)CC3)c2)on1	23.7	-11.1	-3.4	-10.5	-11.2	2.9	13.1	-2.2	0.8
CCN(C[C@H]1N[C@@](CC)(C(=O)OC)[C@H]2C(=O)N(Cc3ccccc3)C(=O)[C@@H]12)C(=O)Nc1ccc(Cl)cc1	60.4*	-0.1	4.1	8.5	13.0	-3.8	11.0	-2.5	2.4
